# Assay outcomes deposited in PubChem by National Center for Advancing Translational Sciences (NCATS).
# Gal4-VP16 FLuc – inhibits Gal4-VP16 luciferase reporter, ROR gamma counter-screen; Drosophila S2 Gal4-VP16 UAS-luciferase, luminescence, 20 h; Potency, µM (titrated, usually from 53.6 µM), inactives show at the highest dose activity, negative = inhibition, most hits filed as inhibitors; AID 2546; 310,000 tested, 3.5% active;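 note: Gal4-VP16 expression switched on by copper sulfate through the metallothionein promoter; potency is the fitted concentration of half-maximal effect; % is set by controls: 0 for no effect and ±100 for the full control effect; nearly all actives have a fitted effect of over 50% in size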
# NPC1 prom act – NPC1 promoter activation; 320,000 tested, 2.4% active; AID 485313; Huh7 NPC1 promoter luciferase reporter, 24 h; Potency, µM (top dose mostly 9.22 µM), inactives show at the highest dose activation, hits mostly activators;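 note: potency is the fitted concentration of half-maximal effect; % of control where 0% means no effect; nearly all actives have a fitted effect of over 60% in size; reporter is driven by a mutant NPC1 promoter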
#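 Luminescence from an NPC1 promoter-driven luciferase reporter in stably transfected Huh7 cells was measured after 24 h compound treatment at 37 °C, followed by 10 min ambient incubation with luciferase detection reagent.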
# PKM2 act – PKM2 (human) enzyme activation | P14618 | purified PKM2, Kinase-Glo ATP luminescence, activation; response scale: 0% is enzyme alone, no compound | Potency, µM (doses to about 57.5 µM), inactives show top-dose activation, most hits filed as activators | 260,000 tested, 0.34% active; note: potency is the fitted concentration of half-maximal effect; % is set by controls: 0 for no effect and ±100 for the full control effect; nearly all actives have a fitted effect of over 55% in size
# Target sequence (P14618 whole entry, looked up): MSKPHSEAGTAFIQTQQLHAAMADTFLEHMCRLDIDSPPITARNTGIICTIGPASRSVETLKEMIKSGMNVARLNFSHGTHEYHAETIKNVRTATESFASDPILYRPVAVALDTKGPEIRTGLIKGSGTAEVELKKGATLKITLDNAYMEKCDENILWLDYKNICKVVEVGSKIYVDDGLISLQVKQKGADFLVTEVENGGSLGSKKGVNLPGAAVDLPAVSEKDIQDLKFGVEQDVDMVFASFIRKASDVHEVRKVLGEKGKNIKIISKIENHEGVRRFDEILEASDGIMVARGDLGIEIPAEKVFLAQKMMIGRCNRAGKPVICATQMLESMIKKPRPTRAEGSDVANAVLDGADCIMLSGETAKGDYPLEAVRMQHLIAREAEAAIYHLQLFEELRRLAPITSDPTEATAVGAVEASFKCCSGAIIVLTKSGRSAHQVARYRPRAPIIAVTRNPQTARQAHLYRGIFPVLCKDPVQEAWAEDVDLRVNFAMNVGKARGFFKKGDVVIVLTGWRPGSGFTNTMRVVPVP
#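 ATP formation by purified human PK-M2, quantified via coupled luciferase luminescence after 1 h at room temperature with 0.1 mM ADP and 0.5 mM PEP final.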
# Mito fusion act – mitochondrial division inhibition or fusion activation. S. cerevisiae fusion-defective mutant growth rescue, CellTiterGlo 48 h. Potency, µM (top dose mostly 46.1 µM), without a hit: top-dose growth rescue (activation), hits mostly activators. 320,000 tested, 0.23% active;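 note: potency is the fitted concentration of half-maximal effect; % of control where 0% means no effect; nearly all actives have a fitted effect of over 45% in size; temperature-sensitive fusion mutants such as fzo1-1 at 37 °C on non-fermentable ethanol glycerol medium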
#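 S. cerevisiae fusion-defective temperature-sensitive mutants (e.g. fzo1-1, mgm1-5) grown 48 h at 37C in YPEG (ethanol/glycerol non-fermentable) medium with 23 nl compound per well; growth rescue read as CellTiterGlo luminescence.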
# MBNL1-CUG inh – MBNL1-poly(CUG) RNA binding inhibition. Q9NR56. 280,000 tested, 0.036% active. TR-FRET MBNL1-His/biotin-(CUG)12 binding, 665/545 ratio. Potency, µM (series often up to 57.5 µM), without a hit: at the highest dose activity change, negative = inhibition, hits mostly inhibitors; active = well fitted inhibition curve with a large enough effect in the signal ratio, with a control signal flat, not every such curve was filed as active; inconclusive = small, poorly fitted or top-dose-only effect, or effect the other way, or a change in a side signal; inactive = no such curve, though single readings can be large or run the other way; the % refers to the signal ratio; note: potency is the fitted concentration of half-maximal effect; % is set by controls: 0 for no effect and ±100 for the full control effect
# Target sequence (Q9NR56 whole entry, looked up): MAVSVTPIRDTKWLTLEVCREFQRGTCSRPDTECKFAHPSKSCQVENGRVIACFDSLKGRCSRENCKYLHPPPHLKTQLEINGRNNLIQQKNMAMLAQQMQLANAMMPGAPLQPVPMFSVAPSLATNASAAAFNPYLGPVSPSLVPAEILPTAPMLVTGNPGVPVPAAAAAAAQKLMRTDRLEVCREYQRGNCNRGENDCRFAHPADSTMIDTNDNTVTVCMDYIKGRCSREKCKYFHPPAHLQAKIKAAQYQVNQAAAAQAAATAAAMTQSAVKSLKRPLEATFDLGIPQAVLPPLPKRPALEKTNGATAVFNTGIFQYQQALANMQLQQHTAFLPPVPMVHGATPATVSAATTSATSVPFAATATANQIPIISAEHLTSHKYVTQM
#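 His-tagged MBNL1 binding to biotinylated (CUG)12 RNA was measured by TR-FRET using terbium anti-His antibody (0.055 ng/ul final) and streptavidin-XL665 (5 nM final). Compounds were titrated 92 nM to 58 uM; 60 min at room temperature.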
# FLuc counter – firefly luciferase modulation, counter-screen for miR-21 project; purified FLuc, Km substrates, luminescence inhibition; Potency, µM (doses to about 57.5 µM), for inactives: at the highest dose activity change, negative = inhibition, hits mostly inhibitors; 360,000 tested, 6.9% active; AID 588342;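 note: potency is the fitted concentration of half-maximal effect; plate controls were vehicle for no effect and reference inhibitor for full effect; nearly all actives have a fitted effect of over 55% in size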
#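 Purified P. pyralis luciferase, 10 nM final, with Km-level 10 uM D-luciferin and 10 uM ATP in 50 mM Tris acetate pH 7.5, 10 mM Mg acetate, 0.01% Tween-20, 0.05% BSA; 6-point qHTS titration about 60 µM downward; luminescence read.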
# KCNH2 3.1 inh – KCNH2 3.1 (human) potassium channel inhibition; U2OS KCNH2 3.1, thallium flux FluxOr; hits give low values; 340,000 tested, 0.95% active; activity change, % (tested at about 1.8 µM);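 active = maximum activity change below -70%; inconclusive = maximum activity change from -70% to -50%; inactive = maximum activity change above -50%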;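 note: thallium influx rate constant from kinetic fluorescence after stimulation buffer; % is set by controls: 0 for no effect and ±100 for the full control effect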
#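 Thallium flux read-out: FluxOr dye with Red40 quencher in HBSS/HEPES, 45 min at RT. Rate constants from kinetic reads were normalized to positive and negative DMSO controls. Cells: U2OS virally expressing the 3.1 isoform.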
# RORg inh – ROR gamma (mouse) transcription inhibition. P51450. Drosophila S2 Gal4-RORgamma UAS-luciferase reporter, 20 h. Potency, µM (titrated, usually from 53.6 µM), inactives show top-dose activity change, negative = inhibition, usual class: inhibitors. 310,000 tested, 5.4% active; note: potency is the fitted concentration of half-maximal effect; % is set by controls: 0 for no effect and ±100 for the full control effect; nearly all actives have a fitted effect of over 60% in size
#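 Using a luciferase readout, inhibitors were identified by reduced reporter activity in Drosophila cells coexpressing a copper-inducible Gal4–ROR gamma fusion and UAS-driven Photinus luciferase, incubated 20 hr after 700 uM copper sulfate.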
# Menin-MLL TR inh – inhibitors of human menin-MLL interaction, mutant MLL peptide. Menin + Texas Red MLL mutant peptide, fluorescence polarization. Potency, µM (titrated, usually from 61.6 µM), for the others: top-dose FP activity change, negative = inhibition, actives largely listed as inhibitors. 270,000 tested, 0.23% active. AID 1768; active = well fitted inhibition curve with a large enough effect in the polarisation, with a control signal flat, not every such curve was filed as active; inconclusive = small, poorly fitted or top-dose-only effect, or effect the other way, or a change in a side signal; inactive = no such curve, though single readings can be large or run the other way; the % refers to the polarisation; note: potency is the fitted concentration of half-maximal effect; % of control where 0% means no effect; many of its hits are not listed in these tables
# ELG1 repair inh – inhibitors of ELG1-dependent DNA repair in HEK293T cells; HEK293T ELG1-luciferase reporter, luminescence, 16 h; DNA damage induced by 5-fluorouridine; Potency, µM (doses to about 46.1 µM), for inactives: at the top dose activity change, negative = inhibition, usual class: inhibitors; 330,000 tested, 2.3% active; AID 504467; note: potency is the fitted concentration of half-maximal effect; % is set by controls: 0 for no effect and ±100 for the full control effect; nearly all actives have a fitted effect of over 55% in size
#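 Reporter activity after DNA damage by 5-fluorouridine is monitored. Compound-treated cells incubate 16 hr at 37 °C, then ONE-Glo is added for 30 min before luminescence reading.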
# Rab9 promoter act – activators of Rab9 promoter. AID 485297. Potency, µM (doses to about 9.22 µM), for the others: top-dose activation, negative = inhibition, hits mostly activators. 320,000 tested, 2.8% active. Huh7 Rab9 promoter-luciferase reporter, luminescence, 24 h; note: potency is the fitted concentration of half-maximal effect; % of control where 0% means no effect; nearly all actives have a fitted effect of over 60% in size
#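 Cell-based reporter: Huh7 stable for Rab9 promoter-driven luciferase, plated in reduced-serum medium with 10% FBS at 1500 cells/well, compound-treated 24 h at 37 °C, luminescence read after 10 min reagent.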
# * marks the source's active call; other numbers are inactive results; ? = inconclusive; / = no result given; & = joins results of further samples; [ ] = dose if it differs, or a comment. Unless noted, calls come from the whole dose curve; as a rule, active = well fitted curve in the direction sought with a large enough effect; inconclusive = small, poorly fitted or top-dose-only effect, or another doubt; inactive = no such curve, though single readings can be large; an effect the other way counts as inactive or inconclusive. Some of the compounds tested. The share of hits here may be higher or lower than overall.
SMILES,Gal4-VP16 FLuc,NPC1 prom act,PKM2 act,Mito fusion act,MBNL1-CUG inh,FLuc counter,KCNH2 3.1 inh,RORg inh,Menin-MLL TR inh,ELG1 repair inh,Rab9 promoter act
C=CCN1C(=O)/C(=c2\sc3nc(=O)c(Cc4ccc(OC)c(OC)c4)nn3c2=O)c2ccccc21,?,8%,-5%,-1%,/,?,1,?,/,-5%,-2%
O=C(c1cc(COc2c(F)cccc2F)on1)N1CCC(c2ccncc2)CC1,?,-32%[inhibitor],-4%,-8%,2%,-3%,-8,?,-16%,?,-31%[inhibitor]
Cc1ccn2c(=O)nc(SCC(=O)NCc3ccccc3)nc2c1,/,1%,/,-3%,/,-3%,5,/,/,18%,-4%
Cc1ccc(NC(=O)c2cccc(NC3=NC4CS(=O)(=O)CC4S3)c2)cc1C (stereo unspecified),6%,1%,2%,0%,-2%,13µM*,-10,-8%,8%,?,-4%
C/C(CCc1ccco1)=N\NC(=O)CNc1c(Br)cc(Br)cc1Br,4%,-2%,11%,-7%,/,2%,-17,-10%,-10%,-1%,-1%
Cc1[nH]c2ccccc2c1SCC(=O)N1CCC(C)CC1,9%,-4%,0%,8%,3%,?,-3,0%,-13%,1%,-2%
O=C(CCCN1C(=O)NC2(CCCC2)C1=O)N1CCN(S(=O)(=O)c2ccccc2)CC1,/,1%,/,-3%,/,9%,14,/,/,2%,1%
CCOC(=O)N1CCc2c(sc3[nH]c(=S)[nH]c(=S)c23)C1,-1%,0%,10%,6%,34%[activator],?,5,-2%,/,-1%,-1%
CCCCn1c(N)c(N(CCOC)C(=O)c2cc3ccccc3cc2OC)c(=O)[nH]c1=O,/,0%,/,-3%,/,5%,8,/,/,25%,-4%
COc1ccc(/C=N/O)cc1COc1ccc(NC(C)=O)cc1,-4%,0%,-1%,2%,?,?,12,-15%,1%,-9%,-1%
Cc1ccccc1OCc1nnc2n1CC(C)S2 (stereo unspecified),-7%,-9%,2%,3%,7%,0%,-24,-2%,9%,19%,-3%
CCOC(=O)COc1c(OC)cc(Cl)cc1C1Nc2ccccc2C(=O)N1c1ccc(F)cc1 (stereo unspecified),?,1%,0%,-1%,2%,3%,8,20%,3%,-4%,12%
CC/S(C)=N/S(=O)(=O)c1ccc(C)cc1 (stereo unspecified),-13%,0%,-6%,-5%,0%,-2%,-16,5%,4%,0%,2%
CCCOc1ccc(C2C(=O)N(C3CCCCC3)CC(=O)N2C2CC2)cc1OC (stereo unspecified),0%,0%,2%,-4%,-4%,-2%,18,37%,?,8%,-5%
O=C(Nc1cccc(S(=O)(=O)C(F)F)c1)c1ccc(S(=O)(=O)N2CCCCC2)cc1,-16%,-5%,15%,2%,0%,-2%,23,?,34%[activator],13µM*,-3%
COc1cc(S(=O)(=O)N2CCN(Cc3ccc4c(c3)OCO4)CC2)c(C)cc1C,-19%,0%,0%,14µM*,-4%,1%,12,?,-11%,-8%,-2%
O=C(CN1C(=O)COc2ccccc21)N1CCCC1,2%,-3%,2%,7%,1%,6%,6,-13%,?,7%,0%
O=C(NNC(=S)NC(=O)c1ccccc1[N+](=O)[O-])c1ccccc1[N+](=O)[O-],7%,-1%,1%,-2%,?,3%,7,-27%,-3%,18%,1%
CC1(C)SC(=S)N(NC(=O)Nc2cccc3ccccc23)C1N(O)C(=O)Nc1ccccc1 (stereo unspecified),?,-1%,9%,9%,1%,3%,-9,-28%,?,?,-6%
O=C(N/N=C/c1cc(Br)ccc1O)c1ccncc1,?,-35%[inhibitor],-2%,5%,?,?,-5,6.3µM*,/,?,-37%[inhibitor]
CCn1cc(-c2cc(C(=O)O)c3ccccc3n2)cn1,?,6%,-48%,-2%,3%,2.7µM*,0,5.6µM*,-13%,10%,13%
COc1ccccc1NC(=O)CSc1nnc(C2CCCCC2)n1N,-3%,1%,-1%[0.46 µM],0%,1%,1%,4,3%,-10%,?,-1%
CCCC(=O)Nc1nc2c(C)c(Cl)ccc2s1,4%,?,2%,10%,8%,-13%,-4,-4%,/,-1%,23%
CCN(CCCNC(=O)CCn1c(=S)[nH]c2cc3c(cc2c1=O)OCO3)c1cccc(C)c1,?,-20%,/,0%,17%,3%,-3,?,/,27%,-4%
Cc1ccc(CNC(=O)C2CCC(CNc3c(N4CCC(C)CC4)c(=O)c3=O)CC2)cc1 (stereo unspecified),-1%,-2%,1%,-1%,-7%,5%,6,-26%,/,0%,-4%
CCC(CC)NC(=O)Nc1ccc(F)c(Cl)c1,?,3%,-4%,-9%,40µM*,-5%,-7,-69%,28%,?,-4%
O=C(/C=C/c1cccc(Br)c1)N1CCN(c2cccc(C(F)(F)F)c2)CC1,-4%,-3%,4%,9%,-3%,-1%,-6,-5%,-12%,10%,-5%
Cn1ccnc1-c1ccc(-c2nccn2C)cc1,-2%,-1%,1%,1%,1%,3%,17,-16%,-24%,8%,10%
O=C(Nc1ccccc1)Nc1nc(-c2ccc(F)cc2)cs1,2%,-4%,-1%,17%,0%,-1%,-5,-6%,25%,17%,6%
O=C1CCN(CCc2ccccc2)CCN1CCSc1ccc(Br)cc1,5%&9%,-3%,8%,11%,5%,-3%,/,27%&2%,-23%,-1%,-2%
CCOC(=O)N1CCN(C(=O)CN(c2ccc3c(c2)OCO3)S(C)(=O)=O)CC1,-6%,-1%,11%,3%,-2%,4%,8,30%,-11%,6%,-2%
Cc1ccc(F)cc1NC(=O)CN1CCN(c2ccccn2)CC1,-4%,-2%,-2%,-32%[inhibitor],/,5%,5,4%,17%,-1%,-2%
CCOc1ccc2nc(COC(=O)c3cccs3)c(C(=O)c3ccccc3)[n+]([O-])c2c1,18%,1%,-1%,2%,?,-8%,-3,21%,-19%,10%,3%
O=C(NC1CCN(C(=O)Nc2cccc(Cl)c2)CC1)c1ccco1,2%,-3%,-1%,7%,6%,-1%,4,3%,0%,1%,1%
Cc1cccc(NS(=O)(=O)c2ccc3c(c2)CCC(=O)N3)c1,-2%,0%,4µM*,1%,-3%,-3%,-7,4%,24%,-6%,-2%
Clc1ccc2nc(-c3ccccc3)cn2c1,?,0.4µM*,/,-12%,7%,0.48µM*,10,11µM*,-9%,?,0.4µM*
COc1ccc(C(=O)C2CCCN(C(=O)COc3ccc(C(C)=O)cc3)C2)cc1F (stereo unspecified),6%,-5%,0%,5%,2%,-16%,1,15%,-1%,15µM*,9%
CC1CCN(c2c(NCC3CCC(C(=O)NCCC4=CCCCC4)CC3)c(=O)c2=O)CC1 (stereo unspecified),-1%,-6%,4%,1%,6%,-4%,-4,-2%,/,?,-1%
CCCN(Cc1nnc(-c2cccs2)o1)C(=O)CN1C(=O)NC2(CCCCC2)C1=O,/,-2%,/,0%,/,-1%,0,/,/,-5%,-4%
Cc1ccc(NC(=S)N(CCN(C)C)Cc2cccs2)cc1C,1%,-8%,1%,4%,-4%,-1%,0,?,-3%,?,-3%

# Three of the compounds above, with two lines to a compound.
# Under each structure: Gal4-VP16 FLuc | NPC1 prom act | PKM2 act | Mito fusion act | MBNL1-CUG inh | FLuc counter | KCNH2 3.1 inh | RORg inh | Menin-MLL TR inh | ELG1 repair inh | Rab9 promoter act
Cc1ccc(F)cc1NC(=O)CN1CCN(c2ccccn2)CC1
 : -4% | -2% | -2% | -32%[inhibitor] | / | 5% | 5 | 4% | 17% | -1% | -2%
CCOc1ccc2nc(COC(=O)c3cccs3)c(C(=O)c3ccccc3)[n+]([O-])c2c1
 : 18% | 1% | -1% | 2% | ? | -8% | -3 | 21% | -19% | 10% | 3%
O=C(NC1CCN(C(=O)Nc2cccc(Cl)c2)CC1)c1ccco1
 : 2% | -3% | -1% | 7% | 6% | -1% | 4 | 3% | 0% | 1% | 1%
